FBW7 act – FBW7 E3 ligase activators, primary screen, biochemical, AlphaScreen, human | normalized activity (activation), % at 26.1 µM | 0.13% of 650,000 active | AID 1259310, 2017 | AlphaScreen FBW7–phospho-cyclin E peptide binding, activator screen; in the data active means normalized activity above about 1.9%;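 further: purified mutant Fbw7 with reduced substrate affinity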
MITF inh – MITF inhibitors, primary screen, biochemical, AlphaScreen, human; Microphthalmia-associated transcription factor (Homo sapiens), O75030; AlphaScreen MITF homodimerization, bead proximity signal; inhibition, % at 2.6 µM; 0.91% of 650,000 active; in the data active means inhibition above about 50%;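 further: 0% = vehicle wells with protein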
Target sequence (O75030 whole entry, looked up): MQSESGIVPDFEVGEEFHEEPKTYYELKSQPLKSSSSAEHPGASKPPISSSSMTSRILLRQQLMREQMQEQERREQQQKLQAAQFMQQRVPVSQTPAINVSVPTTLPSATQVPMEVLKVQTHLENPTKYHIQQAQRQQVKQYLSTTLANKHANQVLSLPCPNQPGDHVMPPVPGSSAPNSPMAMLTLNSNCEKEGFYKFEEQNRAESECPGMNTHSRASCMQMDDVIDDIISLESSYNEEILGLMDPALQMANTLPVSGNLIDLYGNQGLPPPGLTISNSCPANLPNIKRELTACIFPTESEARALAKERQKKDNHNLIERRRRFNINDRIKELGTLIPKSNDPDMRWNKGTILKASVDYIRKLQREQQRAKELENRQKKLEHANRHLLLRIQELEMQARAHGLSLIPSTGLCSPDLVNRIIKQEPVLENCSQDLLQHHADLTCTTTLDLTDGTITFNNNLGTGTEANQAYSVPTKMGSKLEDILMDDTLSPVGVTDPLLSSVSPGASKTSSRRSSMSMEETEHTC
GPR151 ag – activators of human GPR151, primary screen, cell-based, PathHunter beta-arrestin, luminescence; G-protein coupled receptor 151 (Homo sapiens), Q8TDV0; PathHunter beta-arrestin GPR151 cells; activation, % at 11.2 µM; 1% of 650,000 active; AID 1508602, 2020; in the data active means activation above about 4.9%;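 further: 0% = median of compound wells and 100% = cells with positive control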
Target sequence (Q8TDV0 whole entry, looked up): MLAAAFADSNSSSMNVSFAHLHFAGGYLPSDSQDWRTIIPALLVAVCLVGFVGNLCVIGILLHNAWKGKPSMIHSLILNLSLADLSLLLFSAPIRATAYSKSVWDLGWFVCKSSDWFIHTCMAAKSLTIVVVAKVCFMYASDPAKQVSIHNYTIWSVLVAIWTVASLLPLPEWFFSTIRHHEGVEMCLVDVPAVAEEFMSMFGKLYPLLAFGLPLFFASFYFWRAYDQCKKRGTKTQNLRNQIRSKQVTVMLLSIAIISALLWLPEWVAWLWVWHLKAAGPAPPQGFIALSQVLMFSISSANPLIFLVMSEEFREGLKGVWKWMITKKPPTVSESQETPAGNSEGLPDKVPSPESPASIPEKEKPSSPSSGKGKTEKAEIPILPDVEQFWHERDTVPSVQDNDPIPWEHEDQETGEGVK
TEAD-YAP block – TEAD-YAP interaction inhibition, primary screen, TEAD-YAP interaction inhibitor project, luminescence, HEK-TIYL cells. inhibition, % at 9.12 µM. TEAD-Gal4/YAP UAS-luciferase luminescence. 1.4% of 640,000 active; in the data active means inhibition above about 32%;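 further: 0% = median of test compound wells and 100% = reference inhibitor wells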
* hit, by the source's call; & = joins results of further samples; ! = not active in a repeat.

SMILES	FBW7 act	MITF inh	GPR151 ag	TEAD-YAP block
CCCCNC(=O)CSc1nnc(NC(=O)/C=C/c2ccccc2)s1	0.6	6	-1.9	-5
Cc1cccc2cc3c(N)c(C(=O)NC4CCCC4)sc3nc12	0.0	-3	0.8	-14
CCOC(=O)C1CCC(CN(Cc2ccccc2C)S(=O)(=O)c2ccc(Br)cc2)CC1 (configuration not stated)	0.8	15	-0.4	-14
CCNC(=O)[C@@H]1C[C@@H](NCc2ccc(OC)c(OC)c2)CN1Cc1ccc2ccccc2c1	-0.1	-2	1.9	-5
O=C(COC(=O)c1ccc(S(=O)(=O)NCc2ccco2)cc1)c1cccc([N+](=O)[O-])c1	0.2	-1	-1.2	0
O=C(O)CCC(NS(=O)(=O)c1cccc2nsnc12)C(=O)O (configuration not stated)	0.0	2	-0.5	3
OCCNCc1c(OCc2ccccc2Cl)ccc2ccccc12	-0.2	-6	0.5	-16
Nc1cccc(-c2cn3c(NC(=O)Cc4ccc(F)c(F)c4)cnc3cn2)c1	-0.2	17	-0.4	-11
Cc1ccc(N2CCN(Cc3cccnc3)CC2)cc1	0.1	9	3.6	2
CS(=O)(=O)C1Cc2ccccc2CN1C(=O)Nc1ccc(Cl)cc1Cl (configuration not stated)	0.1	-2	-1.2	-18
CC(=O)c1ccc(NC(=O)COc2ccc3c(c2)OCO3)cc1	0.0	9	-0.1	-15
CCOC(=O)CC(NS(=O)(=O)c1ccc(Cl)c(OC)c1)c1ccc(C)cc1 (configuration not stated)	0.0	7	2.1	1
FC(F)(F)c1ccccc1-c1[nH]ncc1-c1ccncn1	0.6	9	-0.7	1
Cc1cccc(NC(=O)COc2ccc(F)cc2F)n1	-0.2	-6	1.6	-21
CC(=O)N1CCN(C(c2ccccc2)c2ccccc2)CC1	-0.1	-17	0.3	-2
CCOc1cc(N2C(=O)CC3CS(=O)(=O)CC32)c(OCC)cc1NC(=O)c1ccccc1 (configuration not stated)	0.4	13	-1.0	4
CC(C)=CCN1CCNC(=O)C1CC(=O)N1CCCN(C(=O)c2ccco2)CC1 (configuration not stated)	0.0	-5	-1.2	1
CCCc1[nH]n(-c2ccc(F)cc2)c(=O)c1C=NCCOC(=O)Nc1ccc(Cl)c(Cl)c1	-0.1	-3	0.4	1
Cc1c(C(=O)Nc2ccccc2)sc2ncn(Cc3ccccc3Cl)c(=O)c12	0.6	23	-0.1	1
O=C(Nc1cc(Cl)ccc1O)c1cc(-c2ccco2)on1	0.0	5	-0.9	-46
CC(=NC1CCCC1)c1c(C)[nH]n(-c2ccc([N+](=O)[O-])cc2)c1=O	-0.1	6	-0.5	0
COc1ccc(-c2nnc(SCC(=O)NC(=O)Cc3ccccc3)o2)cc1	0.5	1	-1.3	5
COc1ccc(CCN=C(Nc2ccccc2)SC2CC(=O)NC2=O)cc1 (configuration not stated)	-0.1	-6	1.7	-9
CCNc1nc(NCc2cccc(C(F)(F)F)c2)c2ncn(Cc3ccc(C(F)(F)F)cc3)c2n1	-0.1	2	3.1	9
Cc1ccc(-c2[nH]nc3c2C(c2ccccc2OC(=O)N2CCOCC2)C(C#N)=C(N)O3)cc1 (configuration not stated)	-0.1	7	-0.1	-2
COc1ccc(NC(=O)/C(C#N)=C/c2ccc(Sc3nncn3C)c([N+](=O)[O-])c2)cc1	0.2	12	-1.1	-3
CCN1CCN(CC(O)COc2ccc(Cl)cc2)CC1 (configuration not stated)	0.0	1	-0.7	4
N#CC1=C(N)Oc2n[nH]c(-c3ccccn3)c2C1c1cccs1 (configuration not stated)	-0.8	12	0.1	-4
COc1ccc(Oc2cc([N+](=O)[O-])cc3c2C(=O)Nc2cc(Cl)ccc2O3)cc1	-0.1	19	1.1	29
CCC(C)NC(=O)c1sc2nc(C)nc(N3CCC(C)CC3)c2c1C (configuration not stated)	-0.1	5	6.9*	0
COC(=O)c1nc(N)sc1-c1ccc(OC)cc1	0.1	9	0.1	4
CCOc1cc(/C=C2\SC(=Nc3ccccc3)NC2=O)ccc1OCc1ccc(Cl)cc1	-0.1	-4	1.2	4
Cc1ccc2onc(CC(=O)Nc3ccccc3Cl)c2c1	0.6	2	-2.7	-17
COc1cc(C2C3=C(CCCC3=O)N(C)C3=C2C(=O)CCC3)cc(Cl)c1O	-0.1	-2	0.4	8
COc1ccc(C2C3=C(Nc4ncnn42)c2ccccc2OC3c2ccc(OC)c(OC)c2OC)cc1 (configuration not stated)	-0.1	-1	0.0	5
Cc1nc(NCc2ccccc2)sc1-c1ccn(CCN2CCOCC2)n1	0.0	12	-0.4	8
Cc1ccccc1OCC(=O)NN=C1CCN(C)CC1	0.0	4	-0.7	-2
COc1ccc(C2(CC(=O)N3CCCC(O)C3)CC(=O)N(CCC(C)C)C2=O)cc1 (configuration not stated)	-0.1	3	-0.7	5
O=C(Cc1csc(SCc2ccc(Cl)cc2)n1)NCc1ccncc1	-0.1	-16	-1.2	-7
Cn1c(=O)c2cnc(N3CCCCC3)nc2n(C)c1=O	0.0	11	1.1	-2
O=C(NCCOc1ccccc1)c1ccc2nc(Nc3ccc(N4CCOCC4)cc3)sc2c1	0.1	22	-0.8	-20
Nc1c(C(=O)Nc2ccc(Cl)cc2)sc2nc3c(c(-c4ccco4)c12)CCCC3	0.0	-6	0.5	-15
CN1CCN(Cc2ccc(NC(=O)NCc3cccc4ccccc34)cc2)CC1	-0.1	-11	7.0*	6
CCc1ccc(CN2CCC3(CC2)CC3C(=O)Nc2ccc3sc(C)nc3c2)o1 (configuration not stated)	-0.1	-23	0.6	7
CCCCOc1ccc2c(c1)C(=O)c1cc(O)ccc1-2	-0.2	-9	3.8	0
CCc1ccc(N2CC(=O)N(c3ccc(CC)cc3)CC2=O)cc1	-0.1	-1	3.7	-2
O=C(NCCCc1ccccc1)c1cccc([N+](=O)[O-])c1	-0.2	-1	0.7	-13
O=C(Oc1ccc(Br)c2ccccc12)N1CCOCC1	-0.2	-2	1.7	-10
CC1CCN(C2CC(=O)N(c3ccc(C(=O)O)cc3)C2=O)CC1 (configuration not stated)	0.0	1	1.1	-10
CCOc1cc(C(NC(C)=O)c2cc([N+](=O)[O-])c3cccnc3c2O)ccc1O (configuration not stated)	-0.4	85*	0.0	6
CCC(C)NC(=O)c1cc([N+](=O)[O-])c(C)c([N+](=O)[O-])c1 (configuration not stated)	0.2	3	-0.6	1
C/C(=C\C=C\N(C)C)C(=O)/C=C/C=C\N(C)C	0.1	21	1.2	5
O=C(CCNC(=O)Cn1ccc2ccccc2c1=O)NCC1CCCC1c1ccccc1 (configuration not stated)	-0.1	-2	-0.8	-2
C(=N\n1cnnc1)/c1ccccc1OCCOc1ccccc1	0.1	-20	-0.8	-9
O=C(O)CSc1nncc2ccccc12	0.0	-3	-1.6	2
N#Cc1ccc(N=Cc2ccc(O)cc2O)cc1	0.0	0	2.2	5
CC(C)(Sc1cc(C(C)(C)C)c(O)c(C(C)(C)C)c1)Sc1cc(C(C)(C)C)c(O)c(C(C)(C)C)c1	-0.1&0.0	2&-21	11*!	-3
N#CSc1ccc(Nc2c([N+](=O)[O-])ccc3nonc23)cc1	-0.2	5	2.2	17
COc1cccc(NC(=O)CCc2c(C)nc3c(-c4ccc(F)cc4)c(C)nn3c2C)c1	0.0	-17	-0.1	-4
O=C(O)[C@H]1CN(C(=O)CCN2CCCC2=O)C[C@@H]1c1ccc(F)cc1	-0.1	1	-0.4	-8

Going on with the list.
SMILES	FBW7 act	MITF inh	GPR151 ag	TEAD-YAP block
Cc1ccc(S(=O)(=O)NCCC(=O)OCC(=O)NC(=O)c2cccn2C)cc1	-0.2	2	-1.8	-1
COc1ccccc1C1C(C(N)=O)=C(C)Nc2nc(SCc3ccccc3Cl)nn21 (configuration not stated)	0.5	12	-0.3	-5
CCOc1cc(S(=O)(=O)N2CCCCC2)ccc1Br	0.1	0	-0.7	-5
Cc1cccc(-c2nc3c(cnn3-c3ccccc3)c(=O)n2-c2ccc(Cl)cc2)c1	-0.4	-2	-1.5	-39
CCCCOC(=O)c1cc2ccccc2oc1=O	0.3	13	-0.4	-4
COC(=O)C1=C(C)N=c2s/c(=C/c3ccccc3OC)c(=O)n2C1c1cccs1 (configuration not stated)	-0.1	-10	0.3	1
O=C(CCn1c(=O)oc2cc(Br)ccc21)n1c(=O)oc2cc(Br)ccc21	-0.1	12	0.0	7
N#CCn1c(=O)n(Cc2ccccc2)c(=O)c2ccccc21	0.7	3	-0.9	-4
CC(=O)N/C(=C\c1ccccc1)C(=O)NC1CCCCCC1	0.2	5	0.4	7
O=c1nc(C(Cl)(Cl)Cl)nc2ccccn12	-0.3	-4	-0.4	-59
Cc1ccccc1C1CC(c2ccc(Cl)cc2)Nc2nc(N)nn21 (configuration not stated)	-0.5	-10	1.9	10
COc1ccc(OC)c(CNC(=O)CCN2Cc3cc(Cl)ccc3OC(C)C2)c1 (configuration not stated)	0.2	21	-1.0	8
CC(=O)Oc1ccc(/C=C2\N=C(c3ccccc3F)OC2=O)cc1	0.2	21	1.2	-4
COc1ccc(NC(=O)c2ccc(Cl)c(Cl)c2)c(OC)c1	0.1	7	-0.4	-74
CCOC(=O)C(C)(C)Sc1ncnc2nc[nH]c12	0.0	-3	-0.1	4

Random excerpt: six records from the list, in no set order.
SMILES	FBW7 act	MITF inh	GPR151 ag	TEAD-YAP block
N#CCn1c(=O)n(Cc2ccccc2)c(=O)c2ccccc21	0.7	3	-0.9	-4
COc1ccc(NC(=O)c2ccc(Cl)c(Cl)c2)c(OC)c1	0.1	7	-0.4	-74
Cc1ccccc1C1CC(c2ccc(Cl)cc2)Nc2nc(N)nn21 (configuration not stated)	-0.5	-10	1.9	10
O=C(CCn1c(=O)oc2cc(Br)ccc21)n1c(=O)oc2cc(Br)ccc21	-0.1	12	0.0	7
CCCCOC(=O)c1cc2ccccc2oc1=O	0.3	13	-0.4	-4
CC(=O)N/C(=C\c1ccccc1)C(=O)NC1CCCCCC1	0.2	5	0.4	7

Three successive entries out of the list so far, for reference:
SMILES	FBW7 act	MITF inh	GPR151 ag	TEAD-YAP block
COC(=O)C1=C(C)N=c2s/c(=C/c3ccccc3OC)c(=O)n2C1c1cccs1 (configuration not stated)	-0.1	-10	0.3	1
O=C(CCn1c(=O)oc2cc(Br)ccc21)n1c(=O)oc2cc(Br)ccc21	-0.1	12	0.0	7
N#CCn1c(=O)n(Cc2ccccc2)c(=O)c2ccccc21	0.7	3	-0.9	-4

Following part.
SMILES	FBW7 act	MITF inh	GPR151 ag	TEAD-YAP block
O=C(/C=C/c1cccc(Cl)c1)OCCN(C1=NS(=O)(=O)c2ccccc21)c1ccccc1Cl	0.1	-8	0.8	-3
Cc1c(C(=O)N2CCN(c3ccccc3F)CC2)sc2ncn(CC(=O)N3CCCCC3C)c(=O)c12 (configuration not stated)	-0.2	-3	0.4	5
O=C(NCC(=O)N(c1ccccc1)C1(C(=O)Nc2ccccc2)CCCCC1)c1ccccc1	-0.1	2	-0.2	2
CCCn1cc(S(=O)(=O)c2ccc(OC)cc2)c(=O)c2ccccc21	-0.1	-3	0.2	-5
CCOc1ccc(-c2nc(Nc3ccc(C(=O)OC)cc3)sc2CC(=O)O)cc1	-0.1	3	0.9	-10
CCCC(=O)N/N=C/c1ccc(F)cc1	0.1	4	0.4	6
O=C(NCC1CCCN1S(=O)(=O)c1cccs1)C(=O)Nc1cccc(Cl)c1 (configuration not stated)	-0.2	5	0.8	-21
Cc1c(C(=O)Nc2cccc(Cl)c2)nnn1-c1ccccc1F	-0.1	-2	-2.0	24
Cn1cnnc1SCC(=O)Nc1ccc(F)cc1F	-0.1	8	-1.2	0
COc1ccc(Br)cc1C(=O)N/C(=C\c1ccc([N+](=O)[O-])cc1)C(=O)Nc1ccc(C)c(C)c1	-0.1	-13	-0.9	-10
CC(=O)Nc1ccc(Nc2cc(C)nc(NCCCN3CCCC3=O)n2)cc1	-0.2	8	5.6*	-5
CCCCC(=O)NC(Nc1nccs1)(C(=O)OCC)C(F)(F)F (configuration not stated)	0.2	10	0.1	-2
CCOC(=O)c1ccc2c(c1)N(Cc1ccccc1)C(=O)CS2	0.2	-15	-0.8	10
Cc1nn(C(C)C)c(C)c1CN1CCN(CC2CCCCC2)C(CCO)C1 (configuration not stated)	-0.1	18	-0.2	10
CC(C)(C)c1cc(NC(=O)CSc2n[nH]c(N)n2)cc(C(C)(C)C)c1	0.1	-7	1.4	-6
CCCCN1CCc2c(n3c4c(cccc24)CCC3)C1=O	0.2	-2	0.9	-2
c1ccc(CN2CCN(CCOCCOc3ccccc3)CC2)cc1	0.3	83*	2.8	3
Cc1ncoc1C(=O)N1CCCC(C(=O)c2cccc3ccccc23)C1 (configuration not stated)	0.0	1	-0.5	-15
CC(C)CC(=O)N1c2ccccc2NC2=C(C(=O)CC(C)(C)C2)C1c1cccc([N+](=O)[O-])c1 (configuration not stated)	0.0	1	1.9	17
COc1ccc(C(=O)COC(=O)C(Cc2ccccc2)NC(=O)C23CC4CC(CC(C4)C2)C3)cc1 (configuration not stated)	0.4	9	-0.3	1
